NSD2 inh – NSD2 histone methyltransferase inhibitors, primary screen, biochemical, AlphaScreen, single concentration, set 2 | NSD2 peptide methylation, 120 min | 310,000 tested, 0.54% active | Histone-lysine N-methyltransferase NSD2 (Homo sapiens), O96028 | AID 743445, 2014 | inhibition, % at 12.5 µM; in the data active = inhibition above about 50%
DSG3 Ab inh – inhibitors of pemphigus antibody binding to DSG3, primary screen, biochemical, bead-based, flow cytometry, scFv-GFP; DSG3-coupled beads, scFv-anti-DSG3-GFP binding; stronger effect = lower value; 310,000 tested, 0.48% active; Desmoglein-3 (Homo sapiens), P32926; AID 588358, 2011; binding (percent of control), % at 10 µM;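 active = binding more than 3 SD below its plate's average and above zero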;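 also: hits lower antibody fragment binding to DSG3; some compounds called inactive have numbers as strong as hits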
CDK5 inh – inhibitors of human CDK5/p35 kinase, primary screen, biochemical, single concentration | inhibition, % at 10 µM | Recombinant CDK5/p35, ADP-Glo luminescence, 60 min | Cyclin-dependent kinase 5 (Homo sapiens) + Cyclin-dependent kinase 5 activator 1 (Homo … | 330,000 tested, 0.01% active;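 active = highest replicate inhibition of at least 50% and at least 75% of replicates reaching 50%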;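 also: plate controls were DMSO neutral control for no effect and GW8510 at 10 µM for full effect; many of its hits are not listed in these tables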
Target sequence (Q00535 whole entry, looked up): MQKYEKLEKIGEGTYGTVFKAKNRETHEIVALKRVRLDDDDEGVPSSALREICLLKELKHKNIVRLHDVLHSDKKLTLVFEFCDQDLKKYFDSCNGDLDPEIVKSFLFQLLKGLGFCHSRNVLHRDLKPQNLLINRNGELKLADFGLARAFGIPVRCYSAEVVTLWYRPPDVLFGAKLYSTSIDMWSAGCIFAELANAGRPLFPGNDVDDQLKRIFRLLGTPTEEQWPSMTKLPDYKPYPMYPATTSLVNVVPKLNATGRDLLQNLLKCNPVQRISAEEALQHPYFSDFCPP
Target sequence (Q15078 whole entry, looked up): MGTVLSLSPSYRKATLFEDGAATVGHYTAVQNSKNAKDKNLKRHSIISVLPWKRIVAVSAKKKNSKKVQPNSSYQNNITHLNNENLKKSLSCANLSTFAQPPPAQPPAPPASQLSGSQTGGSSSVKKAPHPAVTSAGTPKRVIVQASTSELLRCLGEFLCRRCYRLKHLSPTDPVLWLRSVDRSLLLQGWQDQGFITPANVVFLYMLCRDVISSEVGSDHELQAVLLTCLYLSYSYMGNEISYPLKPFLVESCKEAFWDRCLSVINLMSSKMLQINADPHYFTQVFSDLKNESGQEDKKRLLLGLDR
Arrestin-AP2 inh – inhibitors of beta-arrestin/AP2 binding, primary screen, biochemical, GPCR trafficking, flow cytometry; FITC-arrestin peptide / GST-AP2 beads; AP2 beta2 appendage carries R879A mutation; inhibition, % at 10 µM; 340,000 tested, 0.31% active; beta-arrestin 1 C-terminal peptide binding to AP2 beta2-adaptin appendage (human);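 active = inhibition above a set limit, near 3 SD of compounds lacking own fluorescence, cut at about 54% in these data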;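 also: plate controls were DMSO wells for no effect and 5 µM unlabelled arrestin peptide for full effect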
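System: GST-AP2 R879A glutathione beads | Also added: FITC-arrestin peptide, 50 nM | Times: 12 min plus 1 h, RT | Signal: Bead flow cytometry, FITC channel | Buffer or medium: PBS with 0.05% Tween 20 and 0.1% BSA | Read-out basis: Percent drop in bead-associated FITC signal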
PKA-R2B act – activators of PKA-R2B holoenzyme, primary screen, biochemical, fluorescence polarization, Cy5-IP20, human. PKA-R2B holoenzyme dissociation; R2B truncated from residue 108, S112A mutant; 0% DMSO only, 100% 113 µM cGMP. 340,000 tested, 0.079% active. activation, % at 11.4 µM. AID 504700, 2011;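 active = activation above a cutoff set at the mean over all compounds plus 3 SD, cut at about 18% in these data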;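 also: higher means more holoenzyme dissociation and a rise in polarization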
Target sequence (P31323 whole entry, looked up, other chains not shown, the tested form may be a part): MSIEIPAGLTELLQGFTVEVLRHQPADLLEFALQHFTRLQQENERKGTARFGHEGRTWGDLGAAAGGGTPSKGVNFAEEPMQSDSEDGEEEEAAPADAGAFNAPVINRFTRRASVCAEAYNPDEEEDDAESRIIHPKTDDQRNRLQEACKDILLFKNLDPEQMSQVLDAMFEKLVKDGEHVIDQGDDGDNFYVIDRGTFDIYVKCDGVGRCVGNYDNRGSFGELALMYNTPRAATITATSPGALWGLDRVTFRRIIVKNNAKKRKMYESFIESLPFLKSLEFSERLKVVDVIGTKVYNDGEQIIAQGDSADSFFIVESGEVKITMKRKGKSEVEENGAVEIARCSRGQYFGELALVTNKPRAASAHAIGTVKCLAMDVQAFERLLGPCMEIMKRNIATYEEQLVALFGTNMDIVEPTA
SR-BI uptake up – activators of SR-BI mediated DiI-HDL uptake, primary screen, ldlA[mSR-BI] CHO cells, DiI fluorescence. 3 h; 100 = double the neutral-control signal. activation, % at 12.5 µM. 320,000 tested, 0.096% active. AID 504775, 2011;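 active = mean replicate activation of at least 60% and every replicate at or above 60%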;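 also: 0% = median plate neutral-control signal and 100% = twice that signal; values of inactives mirror those of a sister screen read the other way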
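System: LDL receptor-deficient CHO ldlA cells overexpressing murine SR-BI | Timing: 3 h uptake period with compound, 37 °C | Medium: HEPES-buffered (25 mM, pH 7.4) F12 plus 0.5% BSA | Dosing: Single-point compound dose | Signal: Bottom-read fluorescence, 550/595 nm | Read-out: Retained DiI signal reflecting DiI-HDL uptake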
dFosB act – activators of delta FosB homodimer, primary screen, biochemical, fluorescence polarization, TAMRA-CDK5 oligo, single point | AID 493131, 2011 | 340,000 tested, 0.99% active | purified delta FosB; percent of positive-control signal above neutral wells | Protein FosB (Mus musculus), P13346 | activation, % at 25 µM;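 active = mean activation above about 17%, with every replicate also reaching it, limit read from the data, passing the limit was not always enough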;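 also: fluorescence polarization rise as delta FosB binds a TAMRA Cdk5 AP-1 oligo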
PKA-R1A act – activators of PKA-R1A holoenzyme, primary screen, biochemical, fluorescence polarization, Cy5-IP20, bovine R1A, mouse PKAc. cAMP-dependent protein kinase type I-alpha regulatory subunit (Bos taurus) + …. PKA-R1A dissociation; scaled: DMSO 0%, 113 µM cGMP 100%. activation, % at 11.4 µM. 340,000 tested, 0.083% active. AID 504707, 2011;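 active = percent activation above the mean of all tested compounds plus 3 SD, cut at about 19% in these data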;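 also: higher means more PKAc released from R1A so a rise in polarization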
MITF TRPM1 HTS – activators of MITF-driven TRPM1 promoter reporter, primary screen, cell-based, SK-MEL-5, luciferase, single point; 300,000 tested, 0.75% active; AID 588334, 2011; activation, % at 12.5 µM; SK-MEL-5 TRPM1-promoter luciferase, 24 h; % of positive control, neutral wells = 0;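 active = mean activation of at least 80% with every replicate also reaching 80%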;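 also: 0% = neutral control wells and 100% = parthenolide positive control wells; values of inactives mirror those of a sister screen read the other way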
SR-BI DiI inh – inhibitors of SR-BI mediated HDL lipid uptake, primary screen, ldlA[mSR-BI] cells, fluorescence, single point. 320,000 tested, 0.96% active. inhibition, % at 12.5 µM. Scavenger receptor class B member 1 (Mus musculus), Q61009. ldlA[mSR-BI] CHO cells, DiI-HDL uptake fluorescence, 3 h. AID 488896, 2010;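 active = mean replicate inhibition of at least 70% and a set share of replicates each scoring 70 or more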;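 also: 0% = median of neutral control wells and 100% = median of positive control wells; values of inactives mirror those of a sister screen read the other way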
SUMO Mot1 rescue – yeast Mot1-301 growth rescue at high temperature, primary screen, SUMOylation pathway inhibitor project, S. cerevisiae, ATP luminescence, 38.5C | AID 2716, 2010 | S. cerevisiae Mot1-301 growth rescue; percent above DMSO median, 100 means doubled | 320,000 tested, 1% active | growth rescue, % at 18.8 µM;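 active = every valid replicate shows activation above 250% relative to neutral control wells; inactive = the rest, any valid replicate at or below 250%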;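 also: OY570 slx delta 5 strain wells were the positive control but not used for scaling; some compounds called inactive have numbers as strong as hits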
* hit, by the source's call; / = no result given. An unsorted share of the library, and some 4.7% of all compounds hit somewhere here.

# | mol | DSG3 Ab inh | PKA-R2B act | SR-BI uptake up | NSD2 inh | Arrestin-AP2 inh | CDK5 inh | dFosB act | MITF TRPM1 HTS | PKA-R1A act | SR-BI DiI inh | SUMO Mot1 rescue
1 | Cc1cc(Cl)ccc1OCCCC(=O)Nc1cc(S(=O)(=O)N2CCOCC2)ccc1N1CCOCC1 | 97.5 | -3.2 | -8.4 | -3.7 | 20.4 | 0.3 | -11.2 | -4.0 | -7.3 | 8.4 | /
2 | COc1ccc(/C=N/n2c(=O)[nH]c3c([nH]c4ccc(C)cc43)c2=O)cc1CN1CCOCC1 | 100.4 | -3.5 | 9.0 | -0.6 | 20.6 | -0.3 | 14.4 | -10.0 | -4.6 | -9.0 | /
3 | COc1cccc(C(=O)OCC(=O)NCc2ccc3c(c2)OCO3)c1OC | 117.5 | -13.9 | 13.2 | -0.1 | 1.4 | -1.0 | 3.0 | -4.7 | -9.0 | -13.2 | 3.3
4 | C[C@@]12CC[C@H]3OC(=O)C=C3C1CC[C@@]13CC(CCC12)[C@](CO)(O[C@H]1O[C@H](CO)[C@@H](O)[C@H](O)[C@H]1O)C3 (stereo partly drawn) | / | -16.1 | 12.7 | / | 2.0 | 0.0 | -3.6 | -4.0 | -3.6 | -12.8 | -7.6
5 | COc1ccc(CC(=O)Nc2ccc(S(=O)(=O)NC(C)C)cc2)cc1 | 102.7 | -9.8 | -36.8 | -3.6 | 27.4 | -0.8 | -7.7 | -4.8 | -8.3 | 36.8 | -12.8
6 | COc1cc(/C=C(\C#N)c2nn(CCO)c(N)c2C#N)cc(OC)c1OC | 108.0 | -11.3 | -2.6 | 1.0 | 0.8 | -3.4 | 2.0 | 5.2 | -6.1 | 2.6 | 9.0
7 | O=C(NC1CCN(C(=S)Nc2ccccc2)CC1)C1CCCCC1 | / | -3.0 | / | / | 11.4 | 1.0 | 2.0 | 2.3 | -2.0 | / | 107.6
8 | N#C/C(=C\c1cccs1)C(=O)c1ccccc1 | 106.4 | -4.3 | -12.0 | 31.5 | -6.4 | 1.0 | 10.6 | 1.9 | 2.2 | 12.0 | -7.0
9 | C/C(CC(=O)NCCN1CCOCC1)=N\NC(=O)c1ccncc1 | 114.7 | -4.9 | 2.5 | -1.3 | 34.3 | 3.0 | 2.6 | 3.2 | 6.5 | -2.5 | -22.7
10 | Nc1ccc(S(=O)(=O)N2CCC(Cc3ccccc3)CC2)cc1 | 98.6 | -2.3 | -7.2 | -1.6 | 2.4 | -1.7 | -18.2 | -8.2 | -0.9 | 7.2 | 31.9
11 | COc1ccc(-c2nc(Cn3c(SCc4ccc(C)cc4)nc4ccncc43)c(C)o2)cc1OC | 93.0 | 1.6 | -37.0 | / | 20.6 | 0.4 | 38.8* | / | 0.6 | 37.0 | 460.1*
12 | O=C1CCCCCN1Sc1ccccc1 | 117.0 | -0.8 | 28.1 | -1.3 | 1.7 | -2.9 | 10.4 | -9.1 | -0.2 | -28.1 | 117.6
13 | CC(=O)OCC(=O)Nc1c(C)cccc1C | 87.4 | 1.7 | 13.3 | -6.0 | 3.8 | -0.2 | -18.1 | 17.5 | 5.1 | -13.3 | -3.5
14 | CCOc1ccccc1NC(=O)Cn1c(=O)c(OCC)nc2cnccc21 | / | 2.0 | -11.8 | 17.5 | -8.9 | -1.2 | 2.9 | -11.3 | -3.1 | 11.8 | 11.9
15 | O=C(COC(=O)c1cccc(S(=O)(=O)N2CCN(c3ccccc3)CC2)c1)NCc1ccco1 | 97.1 | -1.0 | / | 1.2 | -4.3 | -0.5 | -14.9 | -1.3 | -4.4 | / | -4.8
16 | CCOC(=O)c1c(-c2ccccc2)nc2c(C)cccn12 | / | -4.4 | / | -5.7 | 1.2 | -1.1 | -20.5 | / | -3.8 | / | -3.8
17 | CCOC(=O)N1CCN(S(=O)(=O)c2ccc(OCC)c3ccccc23)CC1 | 110.8 | -7.9 | 26.5 | / | -9.2 | -2.3 | -18.5 | -14.5 | -9.0 | -26.5 | -3.5
18 | C=CCOC(=O)C1=C(C)Nc2nnnn2C1c1ccc(OC)cc1OC (stereo not drawn) | 94.4 | -9.5 | -7.7 | -3.7 | 19.7 | -3.2 | -5.4 | -6.0 | -11.3 | 7.7 | -29.5
19 | CCN(CC)C(=O)C1CCCN(C(=O)CCn2nnnc2CN2CCOCC2)C1 (stereo not drawn) | 101.8 | -6.3 | 8.1 | -0.2 | -1.9 | -0.3 | 1.0 | 1.7 | -1.2 | -8.1 | 2.1
20 | Cc1ccccc1CNC(=O)c1ccccc1SCC(=O)NCc1ccco1 | 104.5 | 1.6 | -10.7 | -2.2 | 4.7 | -1.9 | -9.8 | -10.0 | 3.5 | 10.7 | /
21 | Cc1ccc(C)c(Cn2nnc3c(=O)[nH]c(C4CCN(C(=O)c5ccco5)CC4)nc32)c1 | 94.7 | -4.0 | 12.3 | 2.7 | -4.8 | -1.9 | -6.0 | 1.5 | -17.0 | -12.3 | 1.6
22 | CCOc1ccccc1CNCC1CCCO1 (stereo not drawn) | 112.2 | 6.8 | 24.7 | -2.9 | 5.5 | -0.1 | -1.2 | 0.7 | -8.0 | -24.7 | 3.6
23 | O=C(CCN1C(=O)c2ccncc2C1=O)Nc1ccc(F)cc1 | 99.7 | -1.1 | 34.2 | -3.8 | 15.8 | -2.4 | -2.5 | / | -7.9 | -34.2 | -5.2
24 | CCCC12CN3CC(CCC)(CN(C1)C3C(O)C(O)C(O)CO)C2=O (stereo not drawn) | 108.2 | -2.2 | 3.6 | 2.2 | 39.9 | 0.1 | 2.7 | 0.4 | -8.1 | -3.6 | 14.3
25 | COc1ccc2cc(C#N)c(NC(C)C)nc2c1 | 69.1 | 1.7 | -22.6 | 0.7 | 8.3 | 1.0 | 2.4 | -12.2 | -2.1 | 22.6 | -12.5
26 | CCOC(=O)c1sc2nc(C)nc(N3CCN(c4ncccn4)CC3)c2c1C | 100.4 | 2.9 | / | 0.8 | 19.1 | -0.2 | -24.4 | 9.8 | 3.4 | / | 1.0
27 | CCn1c(SCC(=O)Nc2nc3ccccc3s2)nnc1-c1ccc(OC)cc1 | 98.5 | -6.2 | -28.3 | -0.8 | 22.8 | -0.1 | -10.9 | -1.9 | -4.8 | 28.3 | 343.4*
28 | CC1CCCCC12NC(=O)N(CC(=O)NCc1ccccc1)C2=O (stereo not drawn) | 87.0 | -0.6 | 14.3 | -1.3 | 37.3 | 1.3 | -3.3 | 18.2 | 7.7 | -14.3 | -12.0
29 | COc1ccccc1CCNC(=O)c1cccc(NC(=O)CC2SC(N3CCCCC3)=NC2=O)c1 (stereo not drawn) | 97.9 | -10.5 | -80.5 | 0.9 | 2.4 | -3.1 | -19.7 | -20.8 | -5.3 | 80.5* | /
30 | O=C(Nc1nncs1)c1ccc(Br)c(S(=O)(=O)N2CCCC2)c1 | 101.8 | -7.0 | 33.6 | 1.1 | 16.7 | -0.2 | -2.3 | / | -3.4 | -33.6 | 11.2
31 | CN(C(=O)COC(=O)c1cc(S(=O)(=O)N2CCCCC2)ccc1N1CCOCC1)C1CCS(=O)(=O)C1 (stereo not drawn) | 96.4 | -2.5 | -3.8 | / | -5.5 | 0.4 | 4.0 | 3.3 | 2.7 | 3.8 | -10.7
32 | Cc1ccc(-n2c(Cc3cccs3)nnc2SCC(=O)Nc2ccc(S(N)(=O)=O)cc2)cc1 | 106.2 | -5.7 | -24.6 | -0.1 | -0.9 | -0.4 | -11.6 | / | -1.3 | 24.6 | -11.2
33 | Cc1ccc(-c2nnn(CC(=O)N(CC(=O)NCC3CCCO3)c3ccc(F)c(Cl)c3)n2)o1 (stereo not drawn) | / | -4.0 | -28.7 | 0.5 | -4.0 | 3.2 | -9.2 | 1.0 | -8.4 | 28.7 | 4.5
34 | COc1cc(CCC(=O)NCc2ccc(Cl)cc2)cc(OC)c1OC | 100.5 | 6.3 | 15.8 | -2.1 | -6.3 | 0.2 | -0.2 | -2.8 | 1.1 | -15.8 | -1.0
35 | COc1ccccc1C(=O)NCC(c1cccnc1)N(C)C (stereo not drawn) | 98.0 | -5.9 | 42.2 | -1.8 | -5.1 | -0.7 | -2.0 | 12.5 | -3.5 | -42.2 | -25.8
36 | Cc1cc(Cl)c(S(=O)(=O)NC2CCCC2)cc1OCC(N)=O | 99.5 | -6.2 | -17.6 | -0.8 | 12.1 | 0.1 | -0.2 | -1.8 | -5.5 | 17.6 | -8.1
37 | Cc1ccc(NC(=O)c2cnc(N3CCN(c4ccccn4)CC3)c3ccccc23)c(Br)c1 | 87.4 | -4.8 | -77.8 | -12.2 | 16.8 | 0.2 | 1.2 | -37.3 | -17.3 | 77.8* | -2.3
38 | O=C(CCNc1n[nH]c(=O)[nH]c1=O)N1CCOCC1 | 106.6 | -1.6 | 6.2 | -3.9 | 4.9 | 1.8 | -6.1 | -6.2 | -1.8 | -6.2 | 10.2
39 | COCCN1C(=O)c2cc(C(=O)Nc3ccc(C)c(F)c3)ccc2C1Nc1ccc(C)c(F)c1 (stereo not drawn) | 81.6 | -2.2 | -52.9 | / | -3.9 | -1.4 | 3.7 | / | -6.1 | 52.9 | -10.4
40 | CCCCC(=O)Nc1nc(C)c(C(C)=O)s1 | 105.3 | -6.1 | / | / | 0.1 | 0.4 | -9.0 | 13.4 | -10.2 | / | -18.6
